# Source: PubChem BioAssay (National Center for Advancing Translational Sciences (NCATS))
# ALOX15 inhib: qHTS Assay for Inhibitors of 15-hLO (15-human lipoxygenase); Potency, µM (series often up to 57.1 µM), without a hit: top-dose activity change, negative = inhibition, usual class: inhibitors; 74,000 tested, 1.4% active; Polyunsaturated fatty acid lipoxygenase ALOX15 (Homo sapiens), P16050; purified 15hLO-1, xylenol orange hydroperoxide absorbance; AID 887, 2007; note: potency is the fitted concentration of half-maximal effect; % is set by controls: 0 for no effect and ±100 for the full control effect; nearly all actives have a fitted effect of over 55% in size
# Target sequence (P16050 whole entry, looked up): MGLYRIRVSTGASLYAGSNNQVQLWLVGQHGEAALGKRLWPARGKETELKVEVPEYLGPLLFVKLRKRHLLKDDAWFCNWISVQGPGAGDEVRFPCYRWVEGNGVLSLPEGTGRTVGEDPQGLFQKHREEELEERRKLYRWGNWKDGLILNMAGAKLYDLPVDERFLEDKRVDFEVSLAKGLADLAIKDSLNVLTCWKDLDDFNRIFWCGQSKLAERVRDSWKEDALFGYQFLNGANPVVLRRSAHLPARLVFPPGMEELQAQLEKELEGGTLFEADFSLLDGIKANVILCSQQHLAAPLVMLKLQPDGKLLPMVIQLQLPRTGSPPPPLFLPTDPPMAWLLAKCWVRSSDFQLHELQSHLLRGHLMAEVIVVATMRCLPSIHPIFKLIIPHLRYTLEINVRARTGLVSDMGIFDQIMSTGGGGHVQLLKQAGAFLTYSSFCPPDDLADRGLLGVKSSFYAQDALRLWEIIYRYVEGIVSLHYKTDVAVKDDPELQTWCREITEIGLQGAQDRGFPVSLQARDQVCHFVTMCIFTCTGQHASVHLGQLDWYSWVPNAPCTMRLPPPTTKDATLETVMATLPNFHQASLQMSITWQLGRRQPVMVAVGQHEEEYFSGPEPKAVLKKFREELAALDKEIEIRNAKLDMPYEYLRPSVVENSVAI
#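 Purified human 15hLO-1 (40 nM final) in 25 mM Hepes pH 7.5, 0.01% Triton X-100 was preincubated with compound 15 min at room temperature, then reacted 6 min with 50 uM arachidonic acid; hydroperoxide detected by Fe-XO, 573/405 nm absorbance ratio.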
# DNA Pol III inh: qHTS Assay for Inhibitors of DNA Polymerase III Holoenzyme System | Potency, µM (series often up to 57.1 µM), for the others: at the highest dose activity change, negative = inhibition | 71,000 tested, 0.25% active | AID 603, 2007 | reconstituted DNA polymerase III holoenzyme replication, biochemical; note: potency is the fitted concentration of half-maximal effect; % is set by controls: 0 for no effect and ±100 for the full control effect
#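 Reconstituted *E. coli* holoenzyme (0.35 nM Pol III, 1 nM beta, 154 nM SSB, 2 nM primase) was preincubated with compound for 15 min at RT. Synthesis on 1.4 nM ssM13Gori ran 35 min, then was stopped with PicoGreen/EDTA and read as dsDNA fluorescence.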
# Tau fil binding: qHTS Assay for Tau Filament Binding; Microtubule-associated protein tau (Homo sapiens), P10636; recombinant tau filaments, thioflavin S fluorescence, 15 h; filaments grown with octadecylsulfate alongside compound; Potency, µM (titrated, usually from 57.1 µM), without a hit: at the top dose activity change, negative = inhibition; 71,000 tested, 2% active;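 note: potency is the fitted concentration of half-maximal effect; % is set by controls: 0 for no effect and ±100 for the full control effect; actives lower thioflavin S fluorescence by blocking filaments or displacing dye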
#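 Assay mix: 1 uM His-tagged tau, 30 uM sodium octadecylsulfate, thioflavine S dye in HEPES/NaCl/DTT buffer. Compound is added prior to the inducer. Fluorescence after 15 h at 37 C.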
# Casp1 inh: qHTS Assay for Allosteric/Competitive Inhibitors of Caspase-1 | Potency, µM (highest dose often 57.5 µM), without a hit: at the top dose activity change, negative = inhibition, hits mostly inhibitors | AID 900, 2007 | Caspase-1 enzyme, Ac-WEHD-AFC fluorogenic rate | P29466 | 75,000 tested, 0.03% active;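 note: potency is the fitted concentration of half-maximal effect; plate controls were vehicle for no effect and no substrate for full effect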
# BRCT PPI green: qHTS Assay for Inhibitors of BRCT-Phosphoprotein Interaction (Green Fluorophore); BRCA1 BRCT-phosphopeptide binding, green fluorescence polarization; 75,000 tested, 0.05% active; Breast cancer type 1 susceptibility protein (Homo sapiens), P38398; Potency, µM (series often up to 76.9 µM), without a hit: top-dose activity change, negative = inhibition, hits mostly inhibitors;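 note: potency is the fitted concentration of half-maximal effect; plate controls were peptide without protein for full effect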
#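 Compounds were incubated for 12 min at room temperature with a complex of 100 nM fluorescein-tagged pBACH1 decapeptide and 250 nM His-tagged BRCT protein. Buffer was phosphate pH 7.3 with EDTA, DTT and Tween 20. Disruption of binding lowers the polarization signal.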
# BRCT PPI red: qHTS Assay for Inhibitors of BRCT-Phosphoprotein Interaction (Red Fluorophore); Breast cancer type 1 susceptibility protein (Homo sapiens), P38398; BRCT-phosphopeptide binding, red fluorescence polarization; Potency, µM (doses to about 76.9 µM), for inactives: top-dose activity change, negative = inhibition, usual class: inhibitors; 75,000 tested, 0.03% active; note: % is set by controls: 0 for no effect and ±100 for the full control effect
#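 Rhodamine-labelled pBACH1 10-mer (100 nM) bound to BRCT domain (100 nM) at pH 7.3; compounds incubated 12 min room temperature, polarization read. Free peptide defines full inhibition; unlabelled decapeptide titrated as control.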
# Rhodamine autofl: qHTS Assay for Spectroscopic Profiling in Rhodamine Spectral Region | 59,000 tested, 0.05% active | Rhodamine-region fluorescence, 547/598 nm, Tris buffer; hits give high values | AID 594, 2007 | max dye-equivalent concentration, M; in the data active = max dye-equivalent concentration above about 11 nM; inconclusive = between about 1.1 nM and that limit
#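 Intrinsic compound fluorescence, ex 547 / em 598 nm, CCD imager. Tris 100 mM pH 8.0; 15 min RT. Output = rhodamine dye-equivalent concentration at each compound concentration.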
# USP2a inhib: qHTS Assay for Inhibitors of Ubiquitin-specific Protease USP2a. Ubiquitin carboxyl-terminal hydrolase 2 (Homo sapiens), O75604. USP2a enzymatic assay, qHTS inhibition. Potency, µM (highest dose often 38.3 µM), for inactives: at the top dose activity change, negative = inhibition, usual class: inhibitors. 60,000 tested, 0.1% active;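 note: potency is the fitted concentration of half-maximal effect; nearly all actives have a fitted effect of over 60% in size; plate controls were DMSO for no effect and NEM full inhibition control for full effect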
#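 USP2 core (20 nM final) was preincubated with compound for 30 min at RT in 20 mM Tris-HCl pH 8.0, 2 mM CaCl2, 2 mM beta-mercaptoethanol; Ub-PLA2 (20 nM) plus NBD C6-HPC (20 uM) then added, fluorescence read after 2.5 h.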
# HEK293 cAMP cs: qHTS Assay for Agonists of the Thyroid Stimulating Hormone Receptor: Activators of Intracellular cAMP Concentrations in Parental HEK 293. 73,000 tested, 2.5% active. Potency, µM (series often up to 57.1 µM), inactives show at the highest dose activation, actives largely listed as activators. parental HEK293 CNG cAMP sensor, membrane potential fluorescence. AID 938, 2007; note: potency is the fitted concentration of half-maximal effect; % of control where 0% means no effect; nearly all actives have a fitted effect of over 55% in size
#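 Counterscreen for endogenous-receptor signalling: CNG-channel HEK 293 cells report cAMP rise by membrane depolarization. After 60 min dye equilibration with 100 uM RO 20-1724, compounds incubated 30 min before bottom-read fluorescence at 590 nm.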
# Casp7 inh: qHTS Assay for Allosteric/Competitive Inhibitors of Caspase-7. 75,000 tested, 0.02% active. AID 889, 2007. P55210. Potency, µM (titrated, usually from 57.5 µM), without a hit: at the top dose activity change, negative = inhibition, actives largely listed as inhibitors. recombinant caspase-7, Ac-DEVD-AFC fluorescence rate; active = well fitted inhibition curve with a large enough effect in the main read-out, with a control signal flat, not every such curve was filed as active; inconclusive = small, poorly fitted or top-dose-only effect, or a change in a side signal; note: potency is the fitted concentration of half-maximal effect; % of control where 0% means no effect
# HADH2 inh: qHTS Assay for Inhibitors of HADH2 (Hydroxyacyl-Coenzyme A Dehydrogenase, Type II). AID 886, 2007. 73,000 tested, 3.4% active. Potency, µM (titrated, usually from 57.1 µM), for the others: top-dose activity change, negative = inhibition, most hits filed as inhibitors. recombinant HADH2, NADH fluorescence, beta-hydroxybutyryl-CoA; note: potency is the fitted concentration of half-maximal effect; % is set by controls: 0 for no effect and ±100 for the full control effect; nearly all actives have a fitted effect of over 60% in size; many of its hits are not listed in these tables
# Target sequence (Q99714 whole entry, looked up, one chain of several): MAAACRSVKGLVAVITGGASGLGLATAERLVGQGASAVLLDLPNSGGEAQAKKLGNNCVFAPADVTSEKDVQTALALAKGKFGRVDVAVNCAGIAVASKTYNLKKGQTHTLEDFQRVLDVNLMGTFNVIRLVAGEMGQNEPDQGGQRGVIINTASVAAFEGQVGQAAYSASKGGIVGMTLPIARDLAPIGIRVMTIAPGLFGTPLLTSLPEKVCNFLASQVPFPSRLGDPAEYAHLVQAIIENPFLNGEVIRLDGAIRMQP
#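 E. coli-expressed His-tagged HADH2 tested at 20 nM in alkaline Tris buffer (pH 9.0); oxidation of 90 uM beta-hydroxybutyryl-CoA with 1 mM NAD+ tracked fluorimetrically for 4 min.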
# An asterisk follows results filed as active; i = inactive; ? = inconclusive; . = not tested or not shown; & = joins results of further samples; [ ] = another dose, or the depositor's remark. Unless noted, calls come from the whole dose curve; as a rule, active = well fitted curve in the direction sought with a large enough effect; inconclusive = small, poorly fitted or top-dose-only effect, or another doubt; inactive = no such curve, though single readings can be large; an effect the other way counts as inactive or inconclusive.
SMILES,ALOX15 inhib,DNA Pol III inh,Tau fil binding,Casp1 inh,BRCT PPI green,BRCT PPI red,Rhodamine autofl,USP2a inhib,HEK293 cAMP cs,Casp7 inh,HADH2 inh
CCCOc1ccccc1C1SCC(=O)Nc2c1c(=O)[nH]n2C(C)CCC (stereo not given),-3%,-11%,-6%,-2%,-1.5%,1.0%,i,-7%,18%,-1%,-2%
c1ccc(N=Nc2ccccc2)cc1,-5%&2%,6%,-3%,6%&-2%,1.9%[3.08 µM],-0.8%&-1.9%,.,-13%,-8%,-2%&-1%,-2%
O=C(CCl)c1ccccc1,-15%,-1%,-3%,-4%,-2.1%,0.9%,.,.,?,1%,-5%
CC12CCC(=O)C=C1CCC1C2CCC2(C)C(O)CCC12 (stereo not given),4%,-4%,16%,-1%,0.8%,0.0%,.,13%,5%,-1%,?
Cc1cccc(N2C(=O)NC(=O)C3(Cc4cc(C)ccc4N(C)C3)C2=O)c1 (stereo not given),-8%,-4%,1%,-5%,0.3%,0.9%,i,10%,22%,-10%,1%
CN(N=O)c1ccc(O)c(O)c1,16µM*,0.4µM*,-19%,3%,10µM*,6.3µM*,i,13µM*,8%,0%,1.6µM*
O=P(C(c1ccc2c(c1)OCO2)N1CCOCC1)(N1CCOCC1)N1CCOCC1 (stereo not given),4%,-6%,-10%,2%,-2.6%,0.0%,i,0%,9%,0%,5%
N#CC(O)c1ccccc1 (stereo not given),0%,4%,-13%,-3%,-2.4%,1.4%,.,.,?,0%,4%
COC1=CC(=O)O[C@@H](/C=C/c2ccc3c(c2)OCO3)C1,-4%,-6%,3%,-1%,1.5%,0.7%,.,.,?,-5%,-2%
NC(=O)C1(N2CCCCC2)CCN(Cc2ccccc2)CC1,5%,1%,-22%,-1%,0.0%,0.6%,i,0%,?,-2%,3%
O=C(O)[C@H]1[O][Sb][O][C@@H](C(=O)O)C1O (stereo not given in full),-13%[11.4 µM],-6%[11.4 µM],-22%[11.4 µM],7%[11.5 µM],-1.1%[15.4 µM],-1.0%[15.4 µM],i,.,3%[11.4 µM],0%[11.5 µM],16%[11.4 µM]
CP(=O)(O)C1=CCNCC1,8%,-6%,-5%,3%,-2.3%,-2.3%,i,-4%,-7%,1%,10%
Cc1ccccc1-c1nc(CS(=O)CC(=O)N2CCC3(CC2)OCCO3)c(C)o1 (stereo not given),5%,0%,-9%,-1%,-1.9%,0.4%,i,16%,2%,-5%,-7%
CCCCCCCCCCCCCl,4%,-6%,-5%,-3%,-0.8%,0.2%,.,.,-17%,1%,-3%
O=S(=O)(O)c1cc(N=C=S)ccc1/C=C/c1ccc(N=C=S)cc1S(=O)(=O)O,-11%,.,.,-1%,-4.8%[3.08 µM],-7.3%,.,36%[activator],.,0%,.
C[N+]1(C)[C@@H]2CC[C@H]1CC(OC(=O)[C@@H](CO)c1ccccc1)C2 (stereo not given in full),3%[25.6 µM],-2%[25.6 µM],6%[25.6 µM],-1%[25.7 µM],-2.5%[34.4 µM],-1.1%[34.4 µM],i,-4%[17.1 µM],-2%[25.6 µM],1%[25.7 µM],8%[25.6 µM]
O=C1CC(N2CCC(n3c(=O)[nH]c4ccccc43)CC2)C(=O)N1c1ccc(F)cc1 (stereo not given),6%,-2%,-8%,-1%,-0.5%,-1.0%,i,12%,-4%,-1%,12%
O=C(NC(=O)c1c(F)cccc1F)Nc1cc(Cl)c(OC(F)(F)C(F)C(F)(F)F)cc1Cl (stereo not given),16µM*,.,.,1%,-0.2%[3.08 µM],-1.9%,.,30%[activator],.,0%,.
Cc1ccc2c(c1)CC1(CN2C)C(=O)NC(=O)N(c2ccc(C)c(C)c2)C1=O (stereo not given),-24%,-7%,-12%,-1%,0.4%,-2.5%,i,17%,20%,-3%,-4%
S=C=NCc1ccccc1,-16%,.,.,2%,-1.6%[3.08 µM],2.0%,.,-6%,.,0%,.
NC[C@H](O)c1cc(O)c(O)cc1F,-8%,11%,-1%,-3%,-1.7%,0.5%,i,-7%,-4%,-2%,?
CCc1sc(C(=O)N2CCC3(CC2)OCCO3)cc1Br,-6%,.,.,-4%,-1.1%,-1.1%,.,.,-1%,0%,17%
CN1C(=O)N(C)C(=O)C2(Cc3c(ccc4ccccc34)N(C)C2)C1=O,-1%,-5%,-1%,-1%,1.1%,-0.6%,i,-2%,11%,-1%,1%
O=C(CN1C(=O)CN=C(c2ccccc2)c2ccccc21)NCc1ccco1,-12%,-10%,-2%,1%,-0.3%,-1.3%,i,0%,5%,0%,3%
CN(C)CCCc1c[nH]c2ccccc12,6%[11.4 µM],-3%[11.4 µM],-4%[11.4 µM],2%[11.5 µM],-1.7%[15.4 µM],1.9%[15.4 µM],i,.,1%[11.4 µM],1%[11.5 µM],6%[11.4 µM]
# (listing goes on)
SMILES,ALOX15 inhib,DNA Pol III inh,Tau fil binding,Casp1 inh,BRCT PPI green,BRCT PPI red,Rhodamine autofl,USP2a inhib,HEK293 cAMP cs,Casp7 inh,HADH2 inh
O=c1[nH]c(=O)n(CCC2=CCCCC2)c(O)c1C=NCCCn1ccnc1,5%,-1%,2%,-1%,-1.6%,0.0%,i,10%,18%,1%,1%
OC(COCc1ccc(Cl)cc1)CN1CC=C(c2ccccc2)CC1 (stereo not given),?,-4%,53%,-1%,3.9%,-0.7%,i,5%,?,5%,10%
CC(C)(C)c1cc(C=C(C#N)C#N)cc(C(C)(C)C)c1O,?,-3%,-4%,1%,-3.5%,-2.6%,i,1%,0.79µM*,0%,16µM*
OCC12COC3c4ccccc4C(OC1)N32 (stereo not given),-3%,.,.,-1%,-2.3%,0.4%,.,.,4%,1%,-7%
CCCc1[nH]nc2c1C(c1ccc(OC)c(Cn3nnc4ccccc43)c1)C(C#N)=C(N)O2 (stereo not given),-25%,1%,13%,-1%,0.3%,0.6%,i,42%[activator],3%,-2%,1%
CCN1C[C@@]2(COC)[C@H]3[C@@H](OC)[C@H]4C1[C@@]3([C@H](OC)C[C@@H]2O)[C@H]1C[C@@]2(O)[C@@H](OC(=O)c3ccccc3)[C@@H]1[C@@]4(OC(C)=O)[C@H](O)[C@@H]2OC,2%[25.6 µM],-2%[25.6 µM],-1%[25.6 µM],-3%[25.7 µM],1.1%[34.4 µM],-0.3%[34.4 µM],i,9%[17.1 µM],-4%[25.6 µM],0%[25.7 µM],-4%[25.6 µM]
CC(C)(C)C(O)C(Oc1ccc(Cl)cc1)n1cncn1 (stereo not given),3%,-12%,?,-1%,-1.3%,0.1%,i,6%,8%,0%,2%
N#CCCCC[N+]12CN3CN(CN(C3)C1)C2,9%[11.4 µM],-13%[11.4 µM],14%[11.4 µM],2%[11.5 µM],0.6%[15.4 µM],0.7%[15.4 µM],i,.,-1%[11.4 µM],2%[11.5 µM],4%[11.4 µM]
CCCCOC(=O)C1=C(N)OC2=C(C(=O)CCC2)[C@]12C(=O)N(C)c1ccccc12,2%,-5%,-26%,0%,2.4%,-1.9%,i,3%,7%,1%,8%
Cc1cc(C)cc(C(=O)OC2C[C@H]3CC[C@@H](C2)N3C)c1 (stereo not given in full),-5%[25.6 µM],-3%,?,-1%,-2.2%,0.9%,.,.,58%,-1%,-8%
CCc1cccc(C)c1N(C(=O)CCl)C(C)COC (stereo not given),-3%,.,.,0%,-1.0%,0.4%,.,-9%,.,-1%,.
CC(Cl)(Cl)Cl,1%,0%,-6%,-1%,-0.9%,0.8%,.,.,-17%,2%,5%

# Reformatted: entries from further up.
structure	ALOX15 inhib	DNA Pol III inh	Tau fil binding	Casp1 inh	BRCT PPI green	BRCT PPI red	Rhodamine autofl	USP2a inhib	HEK293 cAMP cs	Casp7 inh	HADH2 inh
OCC12COC3c4ccccc4C(OC1)N32 (stereo not given)	-3%	.	.	-1%	-2.3%	0.4%	.	.	4%	1%	-7%
Cc1cc(C)cc(C(=O)OC2C[C@H]3CC[C@@H](C2)N3C)c1 (stereo not given in full)	-5%[25.6 µM]	-3%	?	-1%	-2.2%	0.9%	.	.	58%	-1%	-8%

# An excerpt; rates above refer to the full screens.
